AmpC no deterg – qHTS Inhibitors of AmpC Beta-Lactamase (assay without detergent) | Potency, µM (doses to about 57.1 µM), inactives show top-dose activity change, negative = inhibition, usual class: inhibitors | AmpC nitrocefin hydrolysis, absorbance 480 nm, 0.0001% Triton | actives 0.52% (n = 330,000);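 note: potency is the fitted concentration of half-maximal effect; plate controls were no compound for no effect and no enzyme for full effect; nearly all actives have a fitted effect of over 20% in size; some results filed as inactive show a strong effect at the top dose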
Target sequence (P00811 whole entry, looked up): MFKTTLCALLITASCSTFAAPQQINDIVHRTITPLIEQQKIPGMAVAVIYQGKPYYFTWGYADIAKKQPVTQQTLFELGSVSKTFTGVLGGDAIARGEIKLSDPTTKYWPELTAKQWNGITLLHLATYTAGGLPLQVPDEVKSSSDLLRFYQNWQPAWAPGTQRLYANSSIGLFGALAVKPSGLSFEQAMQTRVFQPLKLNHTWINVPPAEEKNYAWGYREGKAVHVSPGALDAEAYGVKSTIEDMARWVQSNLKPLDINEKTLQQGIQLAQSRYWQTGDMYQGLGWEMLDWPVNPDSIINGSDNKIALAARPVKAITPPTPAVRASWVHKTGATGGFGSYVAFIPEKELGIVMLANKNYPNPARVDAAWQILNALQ
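AmpC (5.3 nM in the dispensed reagent) in 20 mM phosphate pH 7.0 with 0.01% (detergent screen) or 0.0001% Triton X-100 was preincubated with compounds for 15 min at room temperature. Nitrocefin was then added from an 800 uM solution, and hydrolysis was followed at 480 nm.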
AMA1-RON2 inh – qHTS for Inhibitors of AMA1-RON; Towards Development of Antimalarial Drug Lead: Primary Screen; AlphaScreen AMA1-biotinylated RON2 peptide binding; actives 0.2% (n = 360,000); AID 720542, 2013; Potency, µM (titrated, usually from 58.2 µM), for inactives: at the highest dose activity change, negative = inhibition, most hits filed as inhibitors;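 note: potency is the fitted concentration of half-maximal effect; 0% = vehicle wells and -100% = peptide control; nearly all actives have a fitted effect of over 45% in size; some results filed as inactive show a strong effect at the top dose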
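AMA1 (3D7) with his tag at 25 nM final met compounds first, then biotinylated RON2 peptide at 25 nM; detection used donor plus acceptor beads, 10 µg/mL apiece, read by AlphaScreen after 30 min at room temperature.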
HCV inh – qHTS Assay for Inhibitors of Hepatitis C Virus (HCV); Huh7.5.1 HCVcc-Cre infection, luciferase reporter, 44 h; Potency, µM (top dose mostly 41.8 µM), without a hit: top-dose activity change, negative = inhibition, hits mostly inhibitors; actives 3.4% (n = 340,000); AID 651820, 2012; note: potency is the fitted concentration of half-maximal effect
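Whole-lifecycle infectious HCVcc-Cre system; cells 1,000/well, compound then virus (~0.5 moi) added 4 h after plating, 44 h culture. Luciferase read 15 sec following 15 min substrate incubation, room temp.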
TbPYK inhibitor – qHTS of Trypanosoma Brucei Inhibitors; pyruvate kinase (Trypanosoma brucei), Q57TT1; TbPYK enzyme, Kinase-Glo Plus ATP luminescence, 45 min; Potency, µM (series often up to 76.8 µM), for inactives: top-dose activity, negative = inhibition, hits mostly inhibitors; actives 0.12% (n = 410,000); AID 624173, 2012; note: potency is the fitted concentration of half-maximal effect; nearly all actives have a fitted effect of over 50% in size
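Luminescent Kinase-Glo Plus end-point after 45 min room-temperature reaction of T. brucei pyruvate kinase started with 130 uM ADP (final). Buffer TEA 50 mM pH 7.2 with KCl, MgCl2, BSA, Tween-20; titration-based qHTS with fitted concentration-effect curves.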
AmpC detergent – qHTS Inhibitors of AmpC Beta-Lactamase (assay with detergent); AmpC hydrolysis of nitrocefin, absorbance 480 nm, 0.01% Triton; AID 485294, 2010; P00811; Potency, µM (series often up to 114 µM), for inactives: at the top dose activity change, negative = inhibition, usual class: inhibitors; actives 0.041% (n = 370,000);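 note: potency is the fitted concentration of half-maximal effect; 0% = no-compound wells and -100% = no-enzyme wells; nearly all actives have a fitted effect of over 25% in size; some results filed as inactive show a strong effect at the top dose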
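AmpC (5.3 nM in the dispensed reagent) in 20 mM phosphate pH 7.0 with 0.01% (detergent screen) or 0.0001% Triton X-100 was preincubated with compounds for 15 min at room temperature. Nitrocefin was then added from an 800 uM solution, and hydrolysis was followed at 480 nm.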
HCMV antiviral – qHTS Assay for inhibitors of the human cytomegalovirus (HCMV). activity change, negative = inhibition, % at 57.5 µM. actives 4.5% (n = 410,000). HFF cells, HCMV-luciferase reporter, 72 h; active compounds read low. AID 1259415, 2018; in the data active = activity change below about -60%; inconclusive = no clear call, values can overlap the other calls; inactive = above about -39%
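Luciferase read-out from HCMV-luciferase-infected HFFs (MOI 1 PFU/cell) 72 h post infection at 37C; compounds added after 16 h cell attachment; activity normalized between buffer-only basal and Salinomycin (10uM) inhibitor controls.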
LmPK inhibitor – qHTS Assay for Inhibitors of Leishmania Mexicana Pyruvate Kinase (LmPK); Q27686; purified LmPK, Kinase-Glo ATP luminescence, 1 h; Potency, µM (top dose mostly 57.5 µM), for inactives: at the top dose activity change, negative = inhibition, most hits filed as inhibitors; actives 0.37% (n = 290,000); note: potency is the fitted concentration of half-maximal effect
Target sequence (Q27686 whole entry, looked up): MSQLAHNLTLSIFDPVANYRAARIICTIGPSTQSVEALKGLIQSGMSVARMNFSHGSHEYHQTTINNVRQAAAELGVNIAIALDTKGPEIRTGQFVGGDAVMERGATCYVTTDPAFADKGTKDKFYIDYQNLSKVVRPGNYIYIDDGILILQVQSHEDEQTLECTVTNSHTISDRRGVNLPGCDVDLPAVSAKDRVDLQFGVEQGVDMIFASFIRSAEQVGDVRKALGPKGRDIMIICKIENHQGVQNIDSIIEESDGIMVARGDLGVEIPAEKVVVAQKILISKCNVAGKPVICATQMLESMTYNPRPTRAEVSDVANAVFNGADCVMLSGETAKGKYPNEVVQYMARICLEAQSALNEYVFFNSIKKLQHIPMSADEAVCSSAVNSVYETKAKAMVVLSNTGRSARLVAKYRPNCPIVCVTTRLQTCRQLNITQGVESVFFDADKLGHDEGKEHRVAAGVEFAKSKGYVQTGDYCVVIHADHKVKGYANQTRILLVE
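Screened at intermediate enzyme activity to detect both inhibitors and activators: LmPK at 0.1 nM, with a 0.5 nM enzyme column as activation reference. PEP 0.5 mM, ADP 0.1 mM; ATP detected by luminescence after 1 h.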
Active calls of the source: *; ? = inconclusive; nt = not tested or not shown; [ ] = another dose, or the depositor's remark. Unless noted, calls come from the whole dose curve; as a rule, active = well fitted curve in the direction sought with a large enough effect; inconclusive = small, poorly fitted or top-dose-only effect, or another doubt; inactive = no such curve, though single readings can be large; an effect the other way counts as inactive or inconclusive. Unless noted, % is set by controls: 0 for no effect and ±100 for the full control effect.

Molecule | AmpC no deterg | AMA1-RON2 inh | HCV inh | TbPYK inhibitor | AmpC detergent | HCMV antiviral | LmPK inhibitor
O=C(c1ccco1)N(CCC(c1ccccc1)c1ccco1)Cc1ccc(F)cc1 (stereo not drawn) | -9% | -7% | ? | -11% | 1% | 20 | -2%
O=C(NCC1(N2CCCCC2)CCCCC1)c1ccc(S(=O)(=O)N2CCCC2)cc1 | 0% | -8% | -10% | -5% | 2% | -15 | 5%
CC1CCN(C(=O)COC(=O)c2ccc3c(c2)OCCO3)CC1 | -3% | 0% | 4% | -1% | nt | -17 | nt
CCC1CCCCN1S(=O)(=O)c1ccc(C(=O)Nc2sc3c(c2C(=O)NC)CCC3)cc1 (stereo not drawn) | nt | nt | nt | 1% | 4% | -15 | nt
Cn1c(-c2cccc(Br)c2)cnc1NCc1cccc(F)c1 | nt | nt | nt | 5% | -1% | -21 | nt
Cc1cc(=O)[nH]c(N/N=C2/CCCC/C2=C\c2ccccc2)n1 | -16% | 109%[activator] | -6% | -6% | 0% | -25 | 3%
COC(=O)c1ccc(Nc2ncnc3c2nc2n3CCCC2)cc1 | nt | nt | nt | 4% | -5% | -13 | nt
C/C(=N\NC(=O)c1ccc(C(=O)N/N=C(\C)c2ccco2)o1)c1ccco1 | -31% | 0% | -5% | -9% | -3% | 29 | -3%
CCCCc1ccc(NC(=O)N[C@@H](C)C(=O)O)cc1 | -20% | 2% | 8% | 6% | 1% | -2 | -2%
CC[C@H](C)Cc1cn([C@@H](CCCCNC(=O)OC(C)(C)C)C(=O)NCCCCCCCCCCC(=O)N2CCN(C(=O)OC(C)(C)C)CC2)nn1 | 134%[activator] | 15% | ? | -5% | -8% | 21 | nt
Cc1ccc(CSC2=Nc3ccccc3C3=NC(CCC(=O)NC4CCCCC4)C(=O)N23)cc1 (stereo not drawn) | nt | nt | nt | -4% | 13% | 11 | nt
O=C(O)CCn1ccnc1-c1ccccc1 | -20% | -5% | 16% | -2% | -9% | -8 | 2%
COC(=O)C1=C(c2ccccc2)C[C@@H]2CC[C@H]1N2C(=O)NCCNC(C)=O | nt | 5% | 7% | 1% | nt | 6 | nt
C#CCN(C[C@@H]1[C@@H](OC(=O)NC2CC2)[C@@H](OC(=O)NC2CC2)Cn2c(=O)ccc(=O)n21)S(=O)(=O)c1ccc(C)cc1 | nt | -2% | nt | -6% | nt | -96* | nt
CN1CCN(C(=O)c2cc3ccccc3[nH]2)CC1 | -12% | 21% | 24% | -1% | -14% | 37 | 4%
COc1ccccc1NC(=O)Cn1c(=O)n(Cc2ccccc2)c(=O)c2c1c1cc(C)ccc1n2C | nt | nt | nt | -1% | 7% | 25 | nt
O=C(Cn1ncc2c3ccccc3n(Cc3ccc(F)cc3)c2c1=O)N1CCC2(CC1)OCCO2 | 200%[activator] | 2% | ? | 6% | -8% | nt | 0%
COCCNC(=O)CSc1nc(N)c(NC(=O)c2ccccc2F)c(=O)[nH]1 | -16% | 25% | 15% | -11% | 0% | 18 | 3%
O=c1cc(CN2CCN(Cc3ccc(F)cc3)C(CCO)C2)[nH]c2ccccc12 (stereo not drawn) | -13% | -10% | 3% | 4% | -13% | 17 | 0%
Cn1cccc1C1CCCN1CC(=O)Nc1ccc(C(N)=O)cc1 (stereo not drawn) | -14% | 29% | 6% | -4% | nt | 50 | nt
Cc1ccc(N2C(=O)N(CC(=O)Nc3ccc(C)cc3[N+](=O)[O-])C(=O)C2C)cc1 (stereo not drawn) | -2% | -21% | -13% | 3% | -17% | -33 | nt
CCOc1ccccc1N1CN(C2CCCCC2)CNC1=S | -11% | 12% | 22% | -7% | 4% | -34 | 2%
CCOC(=O)c1cc(-c2ccccc2)n(CCCC(=O)Nc2cc(C)ccc2OC)c1C | nt | nt | nt | 1%[15.4 µM] | 10% | ? | nt
NC(=O)c1ccccc1NC(=O)COc1ccc(Cl)cc1 | -19% | -1% | -2% | 4% | 1% | 56 | -3%
O=C(COC(=O)/C=C/C(=O)OCC(=O)NC12CC3CC(CC(C3)C1)C2)NC12CC3CC(CC(C3)C1)C2 | 1% | -2% | 5% | -1% | -6% | -10 | 0%
CCOC(=O)N1CCc2c(sc3c2c(=O)n(-c2ccc(Cl)cc2)c(=O)n3CC(=O)c2ccc(F)cc2)C1 | nt | nt | nt | 2% | 9% | 2 | nt
Cc1cccc(Cn2c(=O)n(CCC(=O)NCc3ccc4c(c3)OCO4)c(=O)c3sccc32)c1 | nt | nt | nt | 1% | 13% | -19 | nt
COc1ccc(OC)c(-n2c(C)cc(C=O)c2C)c1 | -8% | -9% | -5% | -10% | 4% | -34 | -2%
CC(C)(C)C1CCC(OCC(O)CN2CCN(c3ccccc3)CC2)CC1 (stereo not drawn) | 32% | -20% | 11% | 0% | 0% | 60 | 1%
COc1ccc(S(=O)(=O)N2CCN(CC(=O)NC(C)c3cccs3)CC2)cc1 (stereo not drawn) | nt | 5% | nt | 4% | nt | 130 | nt
CC(NC(=O)COC(=O)CCNC(=O)c1ccco1)C12CC3CC(CC(C3)C1)C2 (stereo not drawn) | 24% | 4% | 32%[activator] | -4% | ? | 22 | 7%
COc1ccccc1CNC(=O)Cc1csc(NC(=O)Nc2ccccc2OC)n1 | -15% | -8% | ? | -1% | -8% | -4 | nt
CCC(C)N(CCNC(=O)c1ccc(NC2=NC3CS(=O)(=O)CC3S2)cc1)Cc1ccco1 (stereo not drawn) | 8% | 9% | 0% | -5% | 5% | 56 | -3%
CSC[C@H]1CN(c2ccccc2)C(=O)[C@@H]1CC(=O)Nc1ccccc1 | nt | -8% | nt | -9% | nt | 10 | nt
Clc1ccc2nc(-c3ccccc3)c(Cc3ccccc3)n2c1 | nt | -9% | nt | -3% | nt | 6 | nt
CCOc1ccccc1NC(=O)CN1C(=O)COc2ccc(S(=O)(=O)NC3CCCC3)cc21 | nt | nt | nt | -4% | 4% | -2 | nt
CCOc1cccc(C(=O)NC(=S)Nc2ccc(N3CCCC3)cc2)c1 | -16% | -4% | -6% | -6% | -10% | 22 | 0%
Cc1nnc2sc(-c3ccccn3)nn12 | -15% | 0% | 15% | -4% | 1% | -14 | -4%
CCOc1ccc(NC(=O)C2CCCN(c3nn4c(=O)cc(C)nc4s3)C2)cc1 (stereo not drawn) | 61%[activator] | 1% | ? | 0% | -6% | -14 | -8%
CNc1ccc(/C=C2\COc3ccccc3C2=O)cc1[N+](=O)[O-] | -12% | -6% | -14% | 3% | 2% | 0 | 8%
O=C(NCc1ccco1)/C(=C/c1ccccc1)NC(=O)c1ccco1 | -5% | -16% | 7% | 0% | 5% | 26 | -3%
CCOC(=O)c1cccc(NC(=O)c2cc3ccccn3n2)c1 | nt | nt | nt | -1% | 0% | 74 | nt
Cc1c(-n2c(SCC(N)=O)nc3ccccc3c2=O)c(=O)n(-c2ccccc2)n1C | -15% | 3% | 5% | -2% | 5% | ? | -4%
Cc1ccc(NC(=O)CCSc2nc(C)cc(C)n2)cc1 | -6% | 3% | -12% | -8% | 0% | -16 | -2%
Cn1cccc1/C=C1\C(=O)NC(=O)N(Cc2ccccc2Cl)C1=O | -58% | -8% | 9% | -7% | 2% | -35 | -1%[11.5 µM]

Exported as labelled records: four of the compounds above.
SMILES: COc1ccccc1CNC(=O)Cc1csc(NC(=O)Nc2ccccc2OC)n1
  AmpC no deterg: -15%; AMA1-RON2 inh: -8%; HCV inh: ?; TbPYK inhibitor: -1%; AmpC detergent: -8%; HCMV antiviral: -4; LmPK inhibitor: nt

SMILES: CCC(C)N(CCNC(=O)c1ccc(NC2=NC3CS(=O)(=O)CC3S2)cc1)Cc1ccco1 (stereo not drawn)
  AmpC no deterg: 8%; AMA1-RON2 inh: 9%; HCV inh: 0%; TbPYK inhibitor: -5%; AmpC detergent: 5%; HCMV antiviral: 56; LmPK inhibitor: -3%

SMILES: CSC[C@H]1CN(c2ccccc2)C(=O)[C@@H]1CC(=O)Nc1ccccc1
  AmpC no deterg: nt; AMA1-RON2 inh: -8%; HCV inh: nt; TbPYK inhibitor: -9%; AmpC detergent: nt; HCMV antiviral: 10; LmPK inhibitor: nt

SMILES: Clc1ccc2nc(-c3ccccc3)c(Cc3ccccc3)n2c1
  AmpC no deterg: nt; AMA1-RON2 inh: -9%; HCV inh: nt; TbPYK inhibitor: -3%; AmpC detergent: nt; HCMV antiviral: 6; LmPK inhibitor: nt

Additional results.
Values run as follows: AmpC no deterg, AMA1-RON2 inh, HCV inh, TbPYK inhibitor, AmpC detergent, HCMV antiviral, LmPK inhibitor
Nc1nnc(SCC(=O)NC2CCCCCC2)s1
    -18%, -8%, 9%, -6%, -19%, -22, nt
CCCCCC(=O)Nc1ccc(-c2csc(N)n2)cc1
    -57%, -12%, ?, -1%, 4%, -26, 3%
COC(=O)COc1ccc(/C=N/NS(=O)(=O)c2ccccc2)cc1
    -15%, -2%, 17%, -2%, ?, 130, -5%
CCOc1ccc(NC(=O)CN(C)C(=O)c2ccc(OCC3CCCO3)cc2)cc1OCC (stereo not drawn)
    62%[activator], -2%, 1%, 4%, 6%, ?, 3%
CC1=NN(CCC#N)C(=O)/C1=C/c1ccc(N(C)C)cc1
    -3%, ?, 13%, -9%, -11%, -6, -12%
O=C(COc1ccccc1)NC1CCCCCCC1
    11%, 0%, 6%, 2%, -2%, 3, 3%
O=C1c2ccc([N+](=O)[O-])cc2NC(c2ccco2)N1/N=C/c1ccco1 (stereo not drawn)
    -36%, 0%, -18%, -4%, 3%, -11, 3%
CC1CCC(C(C)C)C(OC(=O)C[n+]2cccc(C(N)=O)c2)C1 (stereo not drawn)
    30%, 10%, 17%, ?, -3%, -6, 1%
COc1ccc(-n2nc(C(=O)NCC(=O)NCCCN3CCOCC3)c3ccccc3c2=O)cc1
    -12%, 11%, 7%, -3%, -11%, 38, 1%
O=C(CCn1c(=O)oc2ccccc21)Nc1ccc(N2CCOCC2)cc1
    -39%, 5%, 6%, 0%, 1%, -8, -3%

Bioassay records as filed in PubChem.
